High-throughput results from PubChem.
DAX1 inh-1 – inhibits human nuclear receptor DAX1. P51843. HEK293 Gal4-DAX1 luciferase reporter, luminescence. inhibition, % at 6.75 µM. 340,000 compounds, 0.99% hits. AID 504766;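 active means inhibition above the mean over all tested compounds plus 3 SD, cut at about 4.2% in these data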;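 further: 0% = DAX1-transfected cells with DMSO and 100% = empty-vector control cells with DMSO; inhibition shows as a rise in luminescence from relieved DAX1 repression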
Target sequence (P51843 207-470 limits assumed): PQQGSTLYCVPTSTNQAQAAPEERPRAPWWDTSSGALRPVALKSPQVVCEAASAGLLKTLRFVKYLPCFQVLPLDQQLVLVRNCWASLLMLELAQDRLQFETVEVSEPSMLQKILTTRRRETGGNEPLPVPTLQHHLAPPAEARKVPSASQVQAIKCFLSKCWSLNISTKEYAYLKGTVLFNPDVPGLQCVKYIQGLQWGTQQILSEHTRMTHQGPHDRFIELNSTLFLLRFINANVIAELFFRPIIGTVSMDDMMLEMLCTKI
SMARCA2 act – activators of SMARCA2 function. MG213 cells, MMTV-luciferase reporter, dexamethasone, overnight. activation, % at 9.1 µM. 370,000 compounds, 1% hits; in the data active means activation above about 7.8%;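 further: 0% = vehicle wells and 100% = reference activator wells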
PLCg1 inh – blocks human PLC-gamma1 enzyme activity | inhibition, % at 12.2 µM | 370,000 compounds, 0.84% hits | purified PLC-gamma1, fluorogenic substrate, fluorescence | P19174 | AID 720700; in the data active means inhibition above about 9.5%
NR1D1 modulator – Rev-erb alpha (human) modulation; Rev-erbα–FITC-DNA binding, fluorescence polarization, 90 min; P20393; 370,000 compounds, 0.79% hits; activity, % at 10 µM;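 active means activity above about 14%, limit read from the data; passing the limit was not always enough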;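 further: 0% = DMSO wells with 35 nM protein and 100% = DMSO wells with 750 nM protein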
Target sequence (P20393 whole entry, looked up): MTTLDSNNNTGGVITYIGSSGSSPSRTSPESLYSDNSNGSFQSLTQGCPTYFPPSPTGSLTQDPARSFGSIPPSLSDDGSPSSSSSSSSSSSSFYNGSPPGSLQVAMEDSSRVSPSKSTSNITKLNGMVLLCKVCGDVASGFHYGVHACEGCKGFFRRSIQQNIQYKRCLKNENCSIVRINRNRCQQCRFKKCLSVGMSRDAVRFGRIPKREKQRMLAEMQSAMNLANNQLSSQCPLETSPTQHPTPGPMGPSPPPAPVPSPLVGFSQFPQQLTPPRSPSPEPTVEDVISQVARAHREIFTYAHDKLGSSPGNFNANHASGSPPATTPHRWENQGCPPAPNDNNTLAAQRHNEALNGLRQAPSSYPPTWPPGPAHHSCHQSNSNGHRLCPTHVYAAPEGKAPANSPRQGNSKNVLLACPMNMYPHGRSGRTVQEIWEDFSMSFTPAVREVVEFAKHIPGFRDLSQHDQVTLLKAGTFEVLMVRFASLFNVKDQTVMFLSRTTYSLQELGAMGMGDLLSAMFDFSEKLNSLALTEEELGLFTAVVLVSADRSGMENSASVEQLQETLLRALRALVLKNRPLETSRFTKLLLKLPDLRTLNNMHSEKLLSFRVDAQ
PLC-beta3 inh – inhibitors of human phospholipase C beta3; Purified PLC-beta3, fluorogenic substrate, fluorescence; inhibition, % at 12.2 µM; 370,000 compounds, 0.18% hits; AID 720704; in the data active means inhibition above about 11%;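 further: 0% = median of compound wells on plate and 100% = full blocker control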
MBD2 DNA inh – MBD2-methylated oligo binding inhibition; 370,000 compounds, 0.31% hits; TR-FRET, MBD2 binding to methylated oligonucleotide; inhibition, % at 4.4 µM; AID 686964; in the data active means inhibition above about 13%
hgDAF12 agonist – hgDAF-12 agonism, primary luciferase screen; AID 687014; HEK293 GAL4-hgDAF12 UAS-luciferase reporter, agonist luminescence; normalized to butyrate control; 370,000 compounds, 1.8% hits; activation, % at 6.8 µM;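 active means activation above a cutoff set at the mean of all screened compounds plus 3 SD, cut at about 10% in these data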;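 further: 0% = DMSO wells and 100% = sodium butyrate wells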
ssDAF-12 act – activators of S. stercoralis DAF-12 nuclear receptor; 370,000 compounds, 1% hits; activation, % at 6.8 µM; HEK293 ssDAF-12/GRIP1 lit1-tk-luc reporter, luminescence; % of 3 µM dafachronic acid response;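 active means activation above the mean over all tested compounds plus 3 SD, cut at about 0.9% in these data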;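 further: 0% = DMSO-only wells and 100% = 3 µM delta7-dafachronic acid wells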
DAX1 inh-2 – inhibitors of DAX1 repression of SF-1 activated StAR promoter; HEK293T StAR-luciferase reporter, SF-1/DAX-1 repression relief; inhibition, % at 6.8 µM; 370,000 compounds, 1.1% hits; AID 652010;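 active means inhibition above the mean over all tested compounds plus 3 SD, cut at about 3.6% in these data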;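 further: 0% = DAX-1 cells with DMSO and 100% = cells lacking DAX-1 with DMSO; higher inhibition means more luminescence from relief of DAX-1 repression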
hcDAF-12 act – activators of H. contortus DAF-12 nuclear receptor | activation, % at 6.8 µM | 370,000 compounds, 1.4% hits | AID 652067 | HEK293 hcDAF-12 lit1-tk-luc reporter, luminescence; 0% DMSO, 100% Δ7-dafachronic acid;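 active means activation above the mean of all tested compounds plus 3 SD, cut at about 5.5% in these data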;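 further: 100% = response to 3 µM Δ7-dafachronic acid high control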
ADAM17 inh – inhibitors of human ADAM17 | P78536 | recombinant ADAM17, EDANS/DABCYL FRET peptide cleavage | inhibition, % at 6.95 µM | 370,000 compounds, 0.83% hits;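 active means inhibition above the mean of compounds lying between control limits plus 3 SD, set per campaign, cut at about 8.5% in these data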;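 further: 0% = DMSO-only wells as the low control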
The depositor's hits bear a star; . = not tested or not shown.

SMILES	DAX1 inh-1	SMARCA2 act	PLCg1 inh	NR1D1 modulator	PLC-beta3 inh	MBD2 DNA inh	hgDAF12 agonist	ssDAF-12 act	DAX1 inh-2	hcDAF-12 act	ADAM17 inh
CC#CCN1c2ccccc2[C@]23C[C@@H](C(=O)OC)N(C(=O)NCCBr)C2=NC(C(=O)OC)=C(C(=O)OC)[C@H]13	0.8	1.9	-1.6	-4.6	-1.5	3.7	-0.5	-1.7	-0.1	0.7	0.0
O=c1[nH]c(=O)c2nnc(N/N=C\c3ccc(O)cc3)nc2[nH]1	1.7	-0.1	6.1	3.8	6.8	-10.4	-2.7	-0.6	-0.5	-1.1	2.3
COc1ccc(C2/C=C\CN(Cc3ccco3)CC(=O)N2Cc2ccc(F)cc2)cc1 (stereo unspecified)	2.0	0.2	-5.6	1.7	-4.0	3.3	2.3	-1.6	-0.9	-0.7	-6.5
CN(C)S(=O)(=O)c1ccc(=S)[nH]c1	1.3	1.4	0.6	0.4	-4.6	3.0	3.9	-0.9	-0.1	0.3	-2.2
COc1ccccc1-c1cnc(C(O)c2ccc(Cl)cc2C)[nH]1 (stereo unspecified)	.	-6.0	-0.4	-2.1	-3.6	1.3	-2.1	-1.2	-1.3	-0.9	-4.4
COc1ccc(OC)c(NC(=O)c2sc3nc(C)cc(C)c3c2N)c1	0.1	-0.9	-43.4	-2.5	-68.0	3.6	1.7	-1.6	0.1	-2.2	-16.4
O=C(Nc1ccc([N+](=O)[O-])cc1)Nn1cnnc1	-0.1	-1.0	12.1*	-0.9	3.9	0.7	2.1	-0.6	1.9	0.7	10.2*
O=C(Nc1ccc(S(=O)(=O)Nc2nccs2)cc1)/C(=C/c1ccccc1Cl)NC(=O)c1ccccc1	-0.5	5.4	1.9	-2.3	-3.9	-6.4	1.9	0.4	0.1	0.1	7.6
Cc1onc(-c2ccccc2)c1CNS(=O)(=O)c1cccc(Cl)c1	1.5	-2.9	11.2*	1.5	6.3	-1.9	-1.2	-1.2	-0.2	-1.8	4.9
CCOC(=O)N/N=C\c1ccccc1OC/C=C/c1ccccc1	0.1	2.3	-2.8	3.9	-4.7	-0.3	14.3*	-0.5	-1.9	0.9	1.2
CCOc1ccc(OCCCCNC(C)(C)C)cc1	-0.3	-0.1	5.4	2.2	4.2	1.6	1.2	-0.9	-0.4	2.3	4.2
CSc1ccccc1C(=O)Nc1ccccc1C(=O)NC(C)C	-0.4	-3.9	3.1	-6.5	-5.5	-5.7	1.0	-2.0	-0.6	-1.4	0.6
Cc1n[nH]c(C)c1NC(=O)CSc1nnnn1-c1cccc(F)c1	0.5	-1.6	1.7	-0.7	-1.0	2.5	1.2	-0.3	1.4	0.1	5.4
CC(NC(=O)CNC(=O)C1O[C@@H]2OC(C)(C)O[C@@H]2[C@H]2OC(C)(C)O[C@@H]12)C(=O)O (stereo partly specified)	0.2	0.4	3.7	3.8	4.1	-5.8	0.4	-1.6	0.2	-0.4	1.6
Cc1ccc(CNC(=O)C2CCC(=O)N2Cc2ccc(F)cc2)cc1 (stereo unspecified)	1.0	-3.5	6.6	-5.4	-1.4	-2.1	-2.9	-1.3	0.3	1.2	2.2
CC(C)C[C@H](NC(=O)[C@@H](Cc1ccccc1)n1c(=O)[nH]c2ccccc2c1=O)C(=O)N[C@@H](Cc1ccccc1)C(=O)O	4.2	0.4	3.7	0.1	3.1	3.9	0.5	-1.4	-0.3	-0.5	-1.7
O=C(Cn1nc(-c2ccccc2)ccc1=O)NCc1ccc(F)cc1	-0.3	1.6	1.7	-4.2	-1.8	-1.9	3.1	-0.9	0.9	-0.5	0.5
C[C@@]12C(=O)N(Cc3ccc(Cl)cc3)CC(=O)N1[C@H]1c3ccccc3OC[C@@H]1[C@@H]2c1ccccc1	-0.9	0.7	1.5	2.7	5.2	-1.8	-2.4	-0.8	0.0	-1.0	6.4
COc1ccc(OC)c(NC(=O)N2CCCc3ccccc32)c1	-0.2	-1.6	1.9	-2.6	-5.8	-1.8	-2.5	-0.7	-2.3	0.1	2.1
O=C(c1ccc(Cl)c(Cl)c1)N1CCN(c2ccnc3cc(Cl)ccc23)CC1	.	.	-3.9	3.2	-9.0	-2.8	-8.4	-3.0	.	-5.7	2.8
CCc1occc(=O)c1Oc1cc(NN2CCCCC2)c([N+](=O)[O-])cc1[N+](=O)[O-]	-0.4	0.0	1.5	1.4	0.9	-3.8	-1.9	-1.7	-0.1	-0.7	-2.9
Cc1nn(C)c(C(=O)N/N=C/c2ccccc2)c1[N+](=O)[O-]	-0.5	-3.9	5.4	1.7	7.0	-3.8	-0.6	-1.0	-0.1	-1.6	6.4
COC(=O)c1ccc2c(c1)S(=O)(=O)NC(=NCc1ccco1)S2	1.6	-1.1	-1.2	-5.0	1.0	-2.8	2.2	-1.4	-0.3	-0.8	-1.3
O=S1(=O)N[C@H](Cc2ccccc2)COc2cccc(NCCO)c21	.	2.8	0.1	-3.4	2.6	0.2	0.7	-1.5	-0.2	-0.2	-3.1
CNC(=O)NC1CCCc2ccccc21 (stereo unspecified)	0.4	-2.0	10.9*	1.0	0.9	-10.3	0.4	-1.7	0.2	1.3	4.6

Brought forward from above: 2 compounds; new compounds follow.
SMILES	DAX1 inh-1	SMARCA2 act	PLCg1 inh	NR1D1 modulator	PLC-beta3 inh	MBD2 DNA inh	hgDAF12 agonist	ssDAF-12 act	DAX1 inh-2	hcDAF-12 act	ADAM17 inh
O=S1(=O)N[C@H](Cc2ccccc2)COc2cccc(NCCO)c21	.	2.8	0.1	-3.4	2.6	0.2	0.7	-1.5	-0.2	-0.2	-3.1
CNC(=O)NC1CCCc2ccccc21 (stereo unspecified)	0.4	-2.0	10.9*	1.0	0.9	-10.3	0.4	-1.7	0.2	1.3	4.6
Cn1c(=O)[nH]c(=O)c2c1nc(NCCCn1ccnc1)n2Cc1ccc(F)cc1	3.2	0.8	-0.4	0.7	1.4	-0.7	-1.8	-0.5	0.2	-0.4	-3.3
N#CCN1CCC2(O)CCCCC2C1c1ccc2c(c1)OCO2 (stereo unspecified)	-0.2	-1.9	-0.2	0.3	-5.7	-2.1	0.5	-1.5	-0.1	-1.4	-1.8
C=CCc1cccc2cc(C(=O)Nc3ccc(S(=O)(=O)Nc4nnc(CC)s4)cc3)c(=O)oc12	-0.7	0.6	0.7	-6.5	4.8	-0.3	-2.3	-1.0	0.8	4.1	1.4
Cc1cc(SCc2cc(=O)n3ccsc3n2)nc2ccccc12	1.7	-3.1	1.2	4.1	3.1	-2.7	-1.0	-0.8	-0.1	-2.4	0.7
Cc1ncsc1CCC(=O)N1CCCC(C(=O)c2ccc3c(c2)OCO3)C1 (stereo unspecified)	-2.2	-2.0	-4.0	-1.0	-10.1	-6.9	2.2	-1.9	-0.4	-1.7	-10.5
O=S(=O)(c1cccc2nsnc12)N1CCN(Cc2ccccc2)CC1	-0.5	4.3	1.0	-5.3	-4.8	0.2	-2.0	-1.0	-0.3	0.1	-0.7
COc1ccc(COC(=O)CCCN=C2NS(=O)(=O)c3ccccc32)cc1F	0.1	0.6	6.4	1.8	3.1	0.2	-3.1	-0.6	-1.4	-1.2	2.7
CCC(C)(C)NC(=O)c1cc(S(=O)(=O)N2CCc3ccccc32)cn1C	-1.1	-6.2	1.0	5.4	0.1	5.4	-4.0	-0.7	-2.3	-4.3	0.8
NC(=O)c1ccc(NC(=O)COC(=O)/C=C/c2ccc(Br)o2)cc1	0.8	-2.1	-8.1	-23.8	-19.7	27.0*	-1.1	-1.8	-0.3	0.0	-0.8
CN(Cc1ccccc1)S(=O)(=O)c1ccc2c(c1)OCCO2	0.5	-0.5	0.0	0.6	1.2	-2.9	-1.1	-1.6	0.0	-1.9	-0.1
COc1ccc2cnnc(SCC(=O)Nc3ccccc3)c2c1OC	-0.1	0.8	-30.2	-6.1	-34.5	2.4	-2.2	-1.8	-0.1	0.2	-3.8
CCCCOCCCNC(=O)c1ccc(OC)cc1	1.1	-2.0	3.2	0.0	-2.9	4.4	-0.8	-1.0	-0.5	-0.1	-2.1
CC1=CC(C)(C)N(C(=O)CSc2nncn2C)c2ccccc21	0.8	2.3	-2.8	2.7	-1.1	-1.4	1.1	-1.7	-0.1	-0.8	-4.8
Cn1c(=O)oc2cc(S(=O)(=O)N3CCCc4ccccc43)ccc21	0.4	0.9	1.4	-2.0	-3.0	5.9	0.4	-0.9	1.2	1.5	-1.5
C=CCn1c(=O)n(CCC#N)c(=O)n(CCC#N)c1=O	-0.3	0.1	0.1	0.8	3.0	-0.6	1.6	-1.9	-0.6	-1.5	1.2
O=C(NCC1CCNCC1)c1ccncc1	-1.1	1.6	0.8	4.2	0.9	2.3	1.2	-0.7	-0.3	-0.9	-0.2
Cc1sc2ncnc(SCC(=O)c3ccc4c(c3)OCCO4)c2c1-c1ccccc1	1.0	-2.7	-2.4	2.7	-0.8	4.1	-2.3	-0.4	0.5	-0.5	-1.9
Nc1ccc(S(=O)(=O)Nc2nccc(/C=C/c3ccc(Br)s3)n2)cc1	-0.1	1.8	-2.6	9.3	-2.3	-0.6	3.9	-1.2	-0.3	-1.9	3.9
CCCCNC(=S)Nc1ccc(OC)nc1	2.1	-3.6	5.5	2.8	-2.4	1.4	0.3	-1.8	-0.1	-0.7	1.3

Structures listed so far containing an aryl methoxy group, in the order listed:
SMILES	DAX1 inh-1	SMARCA2 act	PLCg1 inh	NR1D1 modulator	PLC-beta3 inh	MBD2 DNA inh	hgDAF12 agonist	ssDAF-12 act	DAX1 inh-2	hcDAF-12 act	ADAM17 inh
COc1ccc(C2/C=C\CN(Cc3ccco3)CC(=O)N2Cc2ccc(F)cc2)cc1 (stereo unspecified)	2.0	0.2	-5.6	1.7	-4.0	3.3	2.3	-1.6	-0.9	-0.7	-6.5
COc1ccccc1-c1cnc(C(O)c2ccc(Cl)cc2C)[nH]1 (stereo unspecified)	.	-6.0	-0.4	-2.1	-3.6	1.3	-2.1	-1.2	-1.3	-0.9	-4.4
COc1ccc(OC)c(NC(=O)c2sc3nc(C)cc(C)c3c2N)c1	0.1	-0.9	-43.4	-2.5	-68.0	3.6	1.7	-1.6	0.1	-2.2	-16.4
COc1ccc(OC)c(NC(=O)N2CCCc3ccccc32)c1	-0.2	-1.6	1.9	-2.6	-5.8	-1.8	-2.5	-0.7	-2.3	0.1	2.1
COc1ccc(COC(=O)CCCN=C2NS(=O)(=O)c3ccccc32)cc1F	0.1	0.6	6.4	1.8	3.1	0.2	-3.1	-0.6	-1.4	-1.2	2.7
COc1ccc2cnnc(SCC(=O)Nc3ccccc3)c2c1OC	-0.1	0.8	-30.2	-6.1	-34.5	2.4	-2.2	-1.8	-0.1	0.2	-3.8
CCCCOCCCNC(=O)c1ccc(OC)cc1	1.1	-2.0	3.2	0.0	-2.9	4.4	-0.8	-1.0	-0.5	-0.1	-2.1
CCCCNC(=S)Nc1ccc(OC)nc1	2.1	-3.6	5.5	2.8	-2.4	1.4	0.3	-1.8	-0.1	-0.7	1.3

Compounds were not picked by outcome; overall some 7.4% were active at least once.
